Assay outcomes (PubChem BioAssay)
ALDH1A1 inh: ALDH1A1 (human) enzyme inhibition; P00352; Purified ALDH1A1, NADH fluorescence, propionaldehyde substrate; Potency, µM (top dose mostly 75.3 µM), inactives show at the top dose activity, negative = inhibition, actives largely listed as inhibitors; hit rate 7.3% among 220,000; AID 1030; active = well fitted inhibition curve with a large enough effect, not every such curve was filed as active; inconclusive = small, poorly fitted or top-dose-only effect, or another doubt; inactive = no such curve, though single readings can be large or run the other way;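 note: plate controls were no enzyme wells and a reference inhibitor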
RECQ1 helicase: RECQ1 (human) helicase inhibition | hit rate 0.54% among 240,000 | P46063 | Potency, µM (highest dose often 57.3 µM), for inactives: top-dose activity, negative = inhibition, usual class: inhibitors | AID 2549 | RECQ1 DNA unwinding, red fluorescence kinetic read;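 note: plate controls were vehicle for no effect and no enzyme for full effect; nearly all actives have a fitted effect of over 30% in size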
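50 nM RECQ1T1 preincubated 15 min with compound in Tris pH 8.0 buffer with MgCl2, DTT, Tween-20 and 2.5 ug/ml poly(dI-dC); started with 200 nM TAMRA/BHQ-2 forked duplex and 2 mM ATP. Unwinding read as fluorescence (525/598 nm), two reads 2 h apart.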
KDM4E inh: JMJD2E (human) inhibition; hit rate 1.6% among 230,000; JMJD2E catalytic domain, FDH-coupled NADH fluorescence (FDH is formaldehyde dehydrogenase); Potency, µM (doses to about 57.1 µM), without a hit: top-dose activity change, negative = inhibition, most hits filed as inhibitors; B2RXH2; active = well fitted inhibition curve with a large enough effect, not every such curve was filed as active; inconclusive = small, poorly fitted or top-dose-only effect, or another doubt; inactive = no such curve, though single readings can be large or run the other way;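 note: 0% = wells with enzyme and -100% = buffer wells without enzyme; nearly all actives have a fitted effect of over 50% in size; many of its hits are not listed in these tables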
LMNA splice mod: changes lamin A minigene splicing in HeLa cells. HeLa LMNA splicing GFP/RFP minigene ratio, 48 h. hit rate 0.01% among 200,000. Potency, µM (series often up to 46.1 µM), inactives show top-dose ratio change, negative = inhibition, actives largely listed as inhibitors; active = well fitted inhibition curve with a large enough effect in the signal ratio, with a control signal flat, not every such curve was filed as active; inconclusive = small, poorly fitted or top-dose-only effect, or effect the other way, or a change in a side signal; the % refers to the signal ratio; note: % is set by controls: 0 for no effect and ±100 for the full control effect
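S3 HeLa stable clones carrying a lamin A-EGFP splicing minigene plus DsRed2 were seeded at 600 cells/well in Opti-MEM with 2% FBS, pin-dosed and incubated 48 h at 37°C. Acumen cytometry (488 nm) gave the GFP/RFP total-intensity ratio.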
SMN2 splice enh: enhancers of SMN2 splice variant expression. HEK293 SMN2-luciferase splicing reporter, luminescence, 30-36 h. Potency, µM (doses to about 46.1 µM), without a hit: top-dose activity change, positive = activation, most hits filed as activators. hit rate 2.8% among 210,000. AID 1458; note: % of control where 0% means no effect; nearly all actives have a fitted effect of over 55% in size
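qHTS luciferase splicing reporter: luminescence rises when SMN2 exon 7 is included in transfected HEK293 cells. Compound exposure lasted 30-36 h at 37C, with 4.5 mM final sodium butyrate as control, followed by a ONE-Glo read.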
KinaseGlo FLuc: blocks Kinase-Glo luciferase, a counter-screen artifact; Potency, µM (doses to about 38.3 µM), for the others: at the highest dose activity change, negative = inhibition, usual class: inhibitors; Q27757; AID 1379; hit rate 0.28% among 200,000; Kinase-Glo luciferase, ATP luminescence, 8 min; note: % is set by controls: 0 for no effect and ±100 for the full control effect; nearly all actives have a fitted effect of over 60% in size
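Recombinant Kinase-Glo luciferase, 10 uM ATP (linear range), luciferin; imidazole pH 7.2 / KCl / MgCl2 / Tween / BSA buffer; 8 min RT; luminescence.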
Tau ThT inhib: tau fibrillization inhibition (ThT binding); recombinant tau K18 P301L (four-repeat tau fragment), heparin-induced fibrillization, ThT fluorescence; Potency, µM (titrated, usually from 57.4 µM), for the others: at the top dose activity, negative = inhibition, actives largely listed as inhibitors; hit rate 2.1% among 270,000; AID 1460; note: % is set by controls: 0 for no effect and ±100 for the full control effect; nearly all actives have a fitted effect of over 55% in size
Target sequence (P10636 561-689 P618L limits assumed): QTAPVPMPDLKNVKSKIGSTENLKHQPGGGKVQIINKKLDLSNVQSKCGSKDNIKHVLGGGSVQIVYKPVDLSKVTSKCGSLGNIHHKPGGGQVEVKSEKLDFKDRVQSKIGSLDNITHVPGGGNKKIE
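Aggregation was driven by heparin (20 uM final) acting on recombinant tau […] bearing P301L in 100 mM sodium acetate pH 7; fibrils were detected with Thioflavin T.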
L3MBTL1 inh: blocks human L3MBTL1. Q9Y468. AlphaScreen L3MBTL1–H3K9me1 peptide binding. Potency, µM (top dose mostly 57.1 µM), inactives show at the highest dose activity, negative = inhibition, usual class: inhibitors. hit rate 0.66% among 230,000. AID 485360; note: % is set by controls: 0 for no effect and ±100 for the full control effect; nearly all actives have a fitted effect of over 60% in size
Target sequence (Q9Y468 whole entry, looked up): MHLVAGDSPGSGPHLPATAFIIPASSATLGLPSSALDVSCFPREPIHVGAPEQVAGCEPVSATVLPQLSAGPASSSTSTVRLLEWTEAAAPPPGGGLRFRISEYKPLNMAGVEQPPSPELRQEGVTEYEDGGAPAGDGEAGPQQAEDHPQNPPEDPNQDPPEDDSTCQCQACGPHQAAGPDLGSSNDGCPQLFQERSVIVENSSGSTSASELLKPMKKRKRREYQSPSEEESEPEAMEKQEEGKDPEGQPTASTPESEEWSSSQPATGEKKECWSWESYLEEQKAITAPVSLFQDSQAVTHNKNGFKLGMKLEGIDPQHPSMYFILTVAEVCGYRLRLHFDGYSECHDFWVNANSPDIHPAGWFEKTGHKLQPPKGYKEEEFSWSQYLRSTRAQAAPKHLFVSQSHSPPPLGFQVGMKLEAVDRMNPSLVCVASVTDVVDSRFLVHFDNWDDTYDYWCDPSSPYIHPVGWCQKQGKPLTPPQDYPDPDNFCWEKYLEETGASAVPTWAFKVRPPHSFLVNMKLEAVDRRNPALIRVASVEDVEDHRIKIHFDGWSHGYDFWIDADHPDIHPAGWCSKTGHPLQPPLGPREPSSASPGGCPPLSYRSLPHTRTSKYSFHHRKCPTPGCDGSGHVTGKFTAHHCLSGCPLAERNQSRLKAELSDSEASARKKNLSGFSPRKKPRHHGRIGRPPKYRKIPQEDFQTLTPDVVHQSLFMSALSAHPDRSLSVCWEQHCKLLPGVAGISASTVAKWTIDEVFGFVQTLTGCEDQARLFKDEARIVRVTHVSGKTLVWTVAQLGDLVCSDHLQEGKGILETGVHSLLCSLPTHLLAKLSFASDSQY
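AlphaScreen assay: L3MBTL1 (50 nM final) was preincubated 30 min at room temperature with biotinylated H3(1-15)K9me1 peptide (75 nM final), then 30 min with library compounds; streptavidin donor and nickel chelate acceptor beads (10 ug/mL final) added, 30 min dark.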
Starred values were filed as active, the others as inactive; i = inactive; u = inconclusive; x = no result given; [ ] = dose if it differs, or a comment. Unless noted, calls come from the whole dose curve; as a rule, active = well fitted curve in the direction sought with a large enough effect; inconclusive = small, poorly fitted or top-dose-only effect, or another doubt; inactive = no such curve, though single readings can be large; an effect the other way counts as inactive or inconclusive. Potency is the fitted concentration of half-maximal effect. Not all compounds are listed; the hit share may differ from the screen's.

SMILES	ALDH1A1 inh	RECQ1 helicase	KDM4E inh	LMNA splice mod	SMN2 splice enh	KinaseGlo FLuc	Tau ThT inhib	L3MBTL1 inh
CC1=C(C(=O)Nc2ccccc2)C(c2ccccc2)N2C(=O)CSC2=N1 (stereo unspecified)	2.8%	-9.2%	7.3%	4.6%	7.9%	-1.8%	-2.0%	-5.4%
CC(C)Cn1c(CN(C)Cc2ccccc2)nc2c1c(=O)n(C)c(=O)n2C	3.1%	0.2%	-5.1%	u	-41.0%[inhibitor]	4.5%	-1.8%	-5.0%
COc1ccccc1NC(=O)CC(=O)CSc1nnc(-c2ccc(C)cc2)n1C	3.0%	-12.1%	u	1.5%	-7.7%	-2.0%	u	-3.7%
Cc1cc(C)nc(SCC(=O)NNC(=O)c2cccs2)n1	3.9%	1.4%	-7.3%	-3.9%[46 µM]	5.9%	-0.3%	-4.8%	8.0%
CC1CCN(CCCCOc2ccccc2[N+](=O)[O-])CC1	-3.9%	-5.0%	u	13.3%	4.9%	-0.8%	-6.2%	0.3%
COc1cc(OC)c(OC)cc1CN1CCCC(C(=O)N2CCCCC2)C1 (stereo unspecified)	-12.9%	i	u	1.1%	2.5%	0.0%	-2.3%	1.9%
O=C(O)CCc1ccc(-c2ccc(F)cc2)n1CC1CCCO1 (stereo unspecified)	-13.1%	-12.8%	u	-2.8%	x	x	-6.9%	-0.4%
O=C(N/N=C/c1ccc2c(c1)OCO2)c1cc(-c2ccc(F)cc2)nc2ccccc12	-7.2%	6.8%	7.3%	u	-20.9%	-19.6%	9.3%	0.7%
Cc1ccc(Cn2ccc(NC(=O)c3cc4nc(-c5ccco5)cc(C(F)(F)F)n4n3)n2)cc1	9.7%	-9.6%	u	15.0%	-11.8%	0.1%	-14.1%	-4.0%
CCOc1ccc(CC2c3cc(OCC)c(OCC)cc3CCN2C(=O)CN2CCN(C)CC2)cc1OCC (stereo unspecified)	x	-8.1%	3.1%	u	x	x	-12.2%	x
CCCC(=O)Nc1ccc(Cl)c(NC(=O)c2cccc(OC)c2)c1	2.82µM*	2.8%	0.0%	x	3.8%	-0.9%	9.1%	-7.1%
CCC(CC)NC(=O)Nc1ccccc1C(F)(F)F	x	-5.8%	1.5%	x	x	x	9.7%	7.9%
O=C(O)Cn1ncc2ccccc2c1=O	1.1%	3.2%	-8.3%	x	x	-1.7%	-5.6%	-14.3%
CCN(CC)S(=O)(=O)c1cccc(C(=O)N/N=C2\CCCC(=O)C2)c1	x	1.0%	-13.4%	x	x	x	-2.4%	6.6%
CCOc1cc(-c2cc(-c3ccccc3)nc(N)c2C#N)ccc1O	218.6%[activator]	-2.7%	-8.3%	u	u	4.1%	-23.1%	x
COc1ccc(NC(=O)CSc2nnc(-c3ccccn3)n2N)cc1	3.5%	-15.6%	4.8%	5.0%	-24.6%	12.3%	-13.9%	u
CCCCc1cn([C@@H](CCCCNC(=O)OC(C)(C)C)C(=O)N2CCN(C(=O)OC(C)(C)C)CC2)nn1	7.7%	0.8%	10.3%	x	x	x	3.6%	4.7%
COC(=O)CCC(=O)Nc1ccc(C)cc1OC(=O)CCC(=O)OC	-10.7%	-1.3%	8.4%	-3.4%	3.2%	-1.4%	u	x
COc1ccc(NC(=O)CSc2nc3c(c(=O)[nH]2)CCC3)cc1OC	9.2%	-13.5%	4.5%	-6.1%	-8.7%	2.1%	-2.6%	1.1%
CC([NH2+][O-])C(C)(C)NO (stereo unspecified)	9.3%	u	2.9%	6.8%	4.1%	0.0%	-3.7%	7.8%
CC(=O)c1cccc(NC(=O)c2ccc(NS(C)(=O)=O)cc2)c1	10.1%	-3.9%	0.5%	-4.0%	11.4%	4.1%	3.6%	13.4%[11.4 µM]
O=C(NCC1CCCO1)C1CCCN1C(=O)Nc1ccc(Cl)cc1 (stereo unspecified)	5.4%	-2.8%	3.1%	x	x	-0.4%	1.7%	57.6%[activator]
Clc1ccc(CSc2ncn(-c3ccccc3)n2)cc1	-8.2%	-5.8%	3.1%	-7.0%	16.1%	-1.8%	20.3%	208.4%[activator]
Cc1cc(C)n2nc(SCc3nnc(SCc4ccccc4C)s3)nc2n1	12.8%	-8.4%	1.9%	u	-23.2%	0.0%	-12.3%	x
CCOC(=O)c1cn(Cc2ccc(Br)cc2)nn1	6.2%	-13.7%	5.7%	-4.8%	-12.9%	2.7%	4.4%	11.7%

More entries
SMILES	ALDH1A1 inh	RECQ1 helicase	KDM4E inh	LMNA splice mod	SMN2 splice enh	KinaseGlo FLuc	Tau ThT inhib	L3MBTL1 inh
Cc1ccc(NC(=O)/C(=C\c2cccnc2)NC(=O)c2ccco2)cc1	u	i	-1.7%	0.0%	10.4%	-1.4%	11.0%	-10.7%
COc1ccc(-n2cc(CNCc3cnc4ccccn34)c(-c3cccc(F)c3)n2)cc1	u	i	u	x	x	x	-5.9%	-23.1%
CC(=O)Nc1ccc(N2C(=O)CC(Sc3nc4ccccc4s3)C2=O)cc1 (stereo unspecified)	0.708µM*	28.7%	-10.3%	x	0.8%	-0.1%	-14.6%	-1.4%
O=C(NCc1ccncc1)NC1CCCCC1	-0.3%	6.8%	-13.1%	x	x	-3.6%	2.3%	-6.0%
NC(N)=NNC(=O)c1ccccc1Cl	8.1%	-1.6%	u	1.2%	10.5%	10.1%	-5.8%	1.7%
COc1ccccc1CNC(=O)C1CCN(S(C)(=O)=O)CC1	-2.8%	-6.3%	2.8%	-10.5%	-3.7%	1.7%	1.8%	x
COC(=O)CCCCC1SCC(NC(=O)OC)C1NC(=O)OC (stereo unspecified)	0.3%	i	2.7%	11.0%	-5.8%	0.2%	-2.3%	-0.3%
CCC(C)(C(=O)NC1CCCC1)N(C)C(=O)Cc1c[nH]c2ccccc12 (stereo unspecified)	2.6%	3.4%	6.2%	x	-4.5%	-1.8%	-8.8%	x
CN(C)c1ccc(C(=O)n2nnc3ccccc32)cc1	u	i	u	2.2%	2.5%	u	u	x
CCc1ccc(-c2nc(CN3CCCC(C(=O)NCCc4ccc(OC)c(OC)c4)C3)c(C)o2)cc1 (stereo unspecified)	-6.6%	i	3.5%	10.3%	-28.3%	-0.6%	-16.8%	-2.0%
CCOc1ccc(NC(=O)CNc2ccc(C)cc2Cl)cc1	3.4%	-13.9%	-7.8%	u	-7.7%	1.7%	u	x
O=C(Cn1cc(/C=N/NC(=O)c2ccccc2Br)c2ccccc21)Nc1ccc(F)cc1	-10.1%	-12.9%	u	u	-25.9%	4.1%	-14.3%	-2.1%
CC(NC(=O)C1CCCN(C(=O)N(C)C)C1)c1ccccc1 (stereo unspecified)	1.3%	-17.1%	-5.9%	-4.3%	6.3%	-1.7%	-1.9%	x
O=C(COc1ccc2ccccc2c1Br)NCc1ccccn1	-1.2%	-9.1%	-12.1%	-14.2%[46 µM]	14.5%	0.3%	-9.5%	-5.3%[11.4 µM]
Cc1ccc2oc(=O)n(CC(=O)OCCC(C)C)c2c1	x	9.9%	4.4%	x	x	x	4.2%	32.2%[activator]
CCCCNC(=O)C1c2cc(OC)c(OC)cc2C(=O)N(C)C1c1ccc(OC)cc1 (stereo unspecified)	-5.4%	i	1.3%	-4.1%	-7.0%	3.0%	-6.0%	x
O=C(CSc1nnnn1-c1ccc(F)cc1)NCc1cccs1	-2.0%	i	u	x	-3.4%	1.2%	-0.5%	-5.0%
Cc1cc(C)nc(Sc2nc(C)nc3c2oc2ccccc23)n1	u	i	-8.1%	u	1.6%	0.1%	-10.4%	6.4%
CN(C)c1nc(OCC(=O)NC(C)(C)C)nc(N(C)C)n1	-0.3%	0.7%	4.1%	-2.7%	13.0%	0.9%	2.5%	x
COc1cccc(C(=O)N(Cc2ccco2)Cc2cc3cccc(C)c3[nH]c2=O)c1	14.1µM*	-5.0%	u	-10.4%	x	x	-18.0%	0.7%
Cc1cccc(NC(=O)C2CCCN(C(=O)Nc3ccccc3)C2)c1C (stereo unspecified)	-5.8%	i	0.1%	-5.5%	9.7%	4.1%	7.6%	x

Molecules shown so far that contain fluorine, in the order listed:
SMILES	ALDH1A1 inh	RECQ1 helicase	KDM4E inh	LMNA splice mod	SMN2 splice enh	KinaseGlo FLuc	Tau ThT inhib	L3MBTL1 inh
O=C(O)CCc1ccc(-c2ccc(F)cc2)n1CC1CCCO1 (stereo unspecified)	-13.1%	-12.8%	u	-2.8%	x	x	-6.9%	-0.4%
O=C(N/N=C/c1ccc2c(c1)OCO2)c1cc(-c2ccc(F)cc2)nc2ccccc12	-7.2%	6.8%	7.3%	u	-20.9%	-19.6%	9.3%	0.7%
Cc1ccc(Cn2ccc(NC(=O)c3cc4nc(-c5ccco5)cc(C(F)(F)F)n4n3)n2)cc1	9.7%	-9.6%	u	15.0%	-11.8%	0.1%	-14.1%	-4.0%
CCC(CC)NC(=O)Nc1ccccc1C(F)(F)F	x	-5.8%	1.5%	x	x	x	9.7%	7.9%
COc1ccc(-n2cc(CNCc3cnc4ccccn34)c(-c3cccc(F)c3)n2)cc1	u	i	u	x	x	x	-5.9%	-23.1%
O=C(Cn1cc(/C=N/NC(=O)c2ccccc2Br)c2ccccc21)Nc1ccc(F)cc1	-10.1%	-12.9%	u	u	-25.9%	4.1%	-14.3%	-2.1%
O=C(CSc1nnnn1-c1ccc(F)cc1)NCc1cccs1	-2.0%	i	u	x	-3.4%	1.2%	-0.5%	-5.0%
